# cardiac RTF act: increases calcium sensitivity of human cardiac regulated thin filaments. IANBD-labeled TnC RTF fluorescence at EC20 calcium; 0% EC20 calcium, 100% full calcium. P19429+P45379. activation, % at 7.2 µM. AID 493008. hit rate 0.24% among 340,000;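 active = activation above the mean over all tested compounds plus 3 SD, cut at about 30% in these data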;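 note: rise in fluorescence read as greater calcium sensitivity of cardiac thin filaments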
# C-LANA FP: blocks KSHV LANA C-terminal domain binding to DNA; MBP-C-LANA/FAM-LBS DNA binding, fluorescence polarization; inhibition, % at 9 µM; hit rate 0.078% among 340,000;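 active = highest replicate inhibition at or above 60% at 9 µM, even if other replicates fall short; inactive = all replicates below 60% inhibition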;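 note: 0% = neutral control wells and 100% = 4 µM acridine orange control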
# SUMO Mot1 rescue: inhibitors of SUMOylation pathway: yeast Mot1-301 growth rescue | S. cerevisiae Mot1-301 growth rescue, ATP luminescence, 38.5C; percent above DMSO median, 100 means doubled | hit rate 1% among 320,000 | AID 2716 | growth rescue, % at 18.8 µM;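 active = every valid replicate shows activation above 250% relative to neutral control wells; inactive = the rest, any valid replicate at or below 250%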;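 note: OY570 slx delta 5 strain wells were the positive control but not used for scaling; some compounds called inactive have numbers as strong as hits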
# PfHsp90 yeast 2: inhibits growth of yeast expressing Plasmodium falciparum Hsp90 | AID 504621 | S. cerevisiae expressing PfHsp90, BacTiter-Glo ATP, 48 h; yeast lacking PDR1 and PDR3 efflux regulators | inhibition, % at 9.4 µM | hit rate 0.32% among 310,000;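 active = every replicate shows inhibition above about 80%, whatever the replicate mean, limit read from the data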;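 note: 0% = DMSO neutral controls and 100% = 20 µM radicicol positive controls; yeast relying on Plasmodium falciparum Hsp90 in place of its own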
# CDK5 inh: blocks human CDK5/p35 kinase activity; Q00535+Q15078; Recombinant CDK5/p35, ADP-Glo luminescence, 60 min; inhibition, % at 10 µM; hit rate 0.01% among 330,000;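 active = highest replicate inhibition of at least 50% and at least 75% of replicates reaching 50%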;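 note: plate controls were DMSO neutral control for no effect and GW8510 at 10 µM for full effect; many of its hits are not listed in these tables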
# Rtt109 Vps75: C. albicans Rtt109 histone acetyltransferase inhibition. purified Rtt109/Vps75, ThioGlo CoA-SH fluorescence, 4 h. hit rate 0.16% among 330,000. inhibition, % at 34.9 µM. AID 540336. Q5AAJ8;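 active = inhibition of at least 50% in every replicate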
# Target sequence (Q5AAJ8 whole entry, looked up): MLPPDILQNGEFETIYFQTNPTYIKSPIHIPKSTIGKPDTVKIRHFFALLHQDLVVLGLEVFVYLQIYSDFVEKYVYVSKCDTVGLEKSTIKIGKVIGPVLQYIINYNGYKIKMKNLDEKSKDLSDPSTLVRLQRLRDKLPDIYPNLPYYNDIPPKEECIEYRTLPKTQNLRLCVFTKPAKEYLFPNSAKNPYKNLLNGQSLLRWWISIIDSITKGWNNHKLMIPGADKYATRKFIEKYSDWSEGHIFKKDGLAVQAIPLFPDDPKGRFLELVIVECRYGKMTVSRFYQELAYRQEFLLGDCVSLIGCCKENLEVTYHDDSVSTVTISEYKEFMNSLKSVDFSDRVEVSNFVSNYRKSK
# dFosB activator: enhances mouse delta FosB homodimer DNA binding; hit rate 0.99% among 340,000; activation, % at 25 µM; purified delta FosB, TAMRA-CDK5 oligo fluorescence polarization; percent of positive-control signal above neutral wells; P13346;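 active = mean activation above about 17%, with every replicate also reaching it, limit read from the data, passing the limit was not always enough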;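 note: fluorescence polarization rise as delta FosB binds a TAMRA Cdk5 AP-1 oligo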
# RTF Ca sens inh: cardiac RTF calcium desensitization; IANBD-labeled cardiac RTF, Ca2+ fluorescence; hit rate 0.12% among 340,000; AID 493244; inhibition, % at 7.15 µM; P19429+P45379;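 active = inhibition above the mean inhibition of all tested compounds plus 3 SD, cut at about 17% in these data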;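 note: assay run at fixed EC70 calcium of 1.6 mM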
# Keap1-Nrf2 PPI: disrupts human Keap1 binding to Nrf2 peptide | Q14145 | Keap1 Kelch-Nrf2 peptide fluorescence polarization, 1536-well | inhibition, % at 9.4 µM | hit rate 0.15% among 340,000; in the data active = inhibition above about 12%;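 note: human Keap1 Kelch domain with fluorescein labeled Nrf2 9mer peptide probe; 0% = neutral control wells and 100% = peptide positive control; higher means more block of Keap1 binding to Nrf2 peptide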
# Target sequence (Q14145 whole entry, looked up, the tested form may be a part): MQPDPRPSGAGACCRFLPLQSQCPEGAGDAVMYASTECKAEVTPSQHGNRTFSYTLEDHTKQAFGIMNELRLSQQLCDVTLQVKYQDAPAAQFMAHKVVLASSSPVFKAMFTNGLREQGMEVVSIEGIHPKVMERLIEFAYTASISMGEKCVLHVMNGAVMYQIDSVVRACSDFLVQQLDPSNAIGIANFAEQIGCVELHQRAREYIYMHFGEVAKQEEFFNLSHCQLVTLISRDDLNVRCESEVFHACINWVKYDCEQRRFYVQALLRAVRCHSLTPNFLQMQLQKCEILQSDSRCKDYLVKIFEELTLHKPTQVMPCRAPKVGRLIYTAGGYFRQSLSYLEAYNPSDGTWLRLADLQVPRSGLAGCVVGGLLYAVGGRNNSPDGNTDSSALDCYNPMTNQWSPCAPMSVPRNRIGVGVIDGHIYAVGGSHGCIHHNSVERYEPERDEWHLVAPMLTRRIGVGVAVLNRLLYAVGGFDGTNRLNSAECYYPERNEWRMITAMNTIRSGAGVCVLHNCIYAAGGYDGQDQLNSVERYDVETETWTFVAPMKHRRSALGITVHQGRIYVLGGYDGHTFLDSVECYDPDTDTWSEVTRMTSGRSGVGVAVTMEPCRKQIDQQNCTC
# PvdQ inh: P. aeruginosa PvdQ acylase inhibition; purified PvdQ acylase, fluorescence plate reader; inhibition, % at 10 µM; hit rate 0.063% among 340,000; AID 488965; in the data active = inhibition above about 30%, passing the limit was not always enough;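 note: 0% = vehicle neutral wells and 100% = reference inhibitor wells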
# NSD2 HMT inh: NSD2 (human) methyltransferase inhibition; O96028; NSD2 peptide methylation, AlphaScreen, 120 min; inhibition, % at 12.5 µM; hit rate 0.54% among 310,000; in the data active = inhibition above about 50%
# An asterisk follows results filed as active; x = not tested or not shown.
# Codes – A = cardiac RTF act; B = C-LANA FP; C = SUMO Mot1 rescue; D = PfHsp90 yeast 2; E = CDK5 inh; F = Rtt109 Vps75; G = dFosB activator; H = RTF Ca sens inh; I = Keap1-Nrf2 PPI; J = PvdQ inh; K = NSD2 HMT inh
O=C1C(=Nc2cccc(Cl)c2)CC(c2ccc(Cl)cc2)N1c1cccc(Cl)c1 (centres undefined)
  A = -3	B = 1.2	C = 52	D = -7	E = -1.2	F = -1	G = -9	H = -1	I = 0	J = -10	K = 22
O=C(C1=C[C@@H](C2CCCCC2)C[C@@H](OCCCCO)O1)N1CCOCC1
  A = 0	B = 1.6	C = -5	D = -6	E = -1.2	F = -12	G = 8	H = -5	I = 3	J = -4	K = x
Cc1ccc(S(=O)(=O)N(CC(=O)NCc2cccs2)c2ccccc2)cc1
  A = -3	B = -5.0	C = x	D = 3	E = 1.0	F = 0	G = -7	H = -14	I = -3	J = 1	K = -2
Cc1occc1-c1nnc(SCC(=O)N2CCCCC2)o1
  A = 5	B = 0.7	C = -9	D = -1	E = -1.4	F = 5	G = -6	H = 3	I = -7	J = 5	K = 4
COc1ccc(CC(=O)NNC(=O)[C@@H]2CCCC[C@@H]2C(=O)O)cc1
  A = 0	B = 0.1	C = 4	D = -18	E = -0.2	F = 1	G = -2	H = 2	I = -2	J = -7	K = -2
COc1ccc(C(C)=O)cc1CSc1nc2ccccc2o1
  A = 1	B = -2.4	C = x	D = -4	E = -1.2	F = 1	G = 2	H = -1	I = -5	J = -2	K = -1
CCC(C)(C(=O)NC1CCCC1)N(Cc1cccs1)C(=O)c1ccccn1 (centres undefined)
  A = 5	B = 0.3	C = -2	D = -5	E = 0.7	F = 3	G = -2	H = -7	I = -2	J = -9	K = 0
Cc1ccc(NC(=O)CCNS(=O)(=O)c2cccc3nonc23)cc1
  A = 5	B = -2.3	C = -11	D = x	E = -1.1	F = -4	G = 5	H = -2	I = 1	J = 7	K = 0
CCOc1ccc(N2CC(O)=C(c3nc4ccccc4c(=O)[nH]3)C2=N)cc1
  A = -8	B = -0.5	C = -6	D = 4	E = -0.8	F = -4	G = 0	H = 2	I = 1	J = -5	K = 0
Cc1ccc(NC(=O)/C=C/c2cccs2)c([N+](=O)[O-])c1
  A = -3	B = 3.2	C = -2	D = -23	E = -3.8	F = -10	G = -6	H = 4	I = 5	J = -2	K = x
COc1cccc(C(=O)N(c2ccc(C)cc2)C2C=CS(=O)(=O)C2)c1 (centres undefined)
  A = -4	B = -1.8	C = 2	D = -18	E = -6.5	F = 2	G = 3	H = -1	I = -4	J = -17	K = 1
O=C(Nc1ccc(F)cc1)C1CCCN1S(=O)(=O)c1cccc2nsnc12 (centres undefined)
  A = 2	B = 1.1	C = -12	D = 10	E = -1.5	F = -24	G = -5	H = -6	I = -1	J = -10	K = -2
Fc1ccc(-c2ccc(-c3nn4c(-c5ccco5)nnc4s3)o2)cc1
  A = 0	B = 1.9	C = 2	D = -33	E = 5.1	F = -1	G = -29	H = -2	I = 1	J = -1	K = -3
CCOC(=O)c1c(NC(C)=O)sc2c(O)c(CN3CCN(CC)CC3)ccc12
  A = 0	B = -1.8	C = -1	D = 1	E = 0.9	F = x	G = -4	H = -5	I = -3	J = -5	K = x
O=C(Nc1ccccc1F)c1ccc(C(=O)c2ccccc2)cc1
  A = 0	B = 0.0	C = 4	D = 3	E = 1.1	F = 1	G = -4	H = 4	I = 2	J = -17	K = -2
Cc1cc(C)n2nc(C(=O)OCC(=O)Nc3ccc4c(c3)OC(F)(F)O4)nc2n1
  A = 5	B = 1.0	C = 8	D = -1	E = 0.5	F = 3	G = -9	H = -3	I = 3	J = -11	K = 27
C/C(CC(=O)Nc1ccc(C)c(Cl)c1)=N\NC(=O)c1ccccn1
  A = -2	B = 1.9	C = 8	D = -8	E = -1.3	F = 23	G = 0	H = -5	I = -1	J = -13	K = 3
COc1ccc2[nH]c(=O)c(CNc3ccc(C)cc3C)cc2c1
  A = 2	B = 1.6	C = -20	D = -3	E = 0.0	F = 0	G = 7	H = -10	I = 3	J = -5	K = x
COc1ccc(C(=O)NC(=S)NCc2cccnc2)cc1[N+](=O)[O-]
  A = 4	B = -0.4	C = 14	D = -10	E = -0.7	F = -4	G = -1	H = 10	I = -2	J = 5	K = -2
CCCc1c(C(=O)OCC)sc(N)c1C#N
  A = -3	B = 1.3	C = -2	D = -20	E = -2.0	F = -23	G = -8	H = -2	I = 1	J = -2	K = 3
O=C1c2ccccc2C(O)N1Cc1cccs1 (centres undefined)
  A = 1	B = 0.1	C = 40	D = 11	E = -0.5	F = x	G = 0	H = 0	I = 3	J = -4	K = -2
Cc1cc(-c2csc3nc[nH]c(=S)c23)cc(C)c1C
  A = 1	B = -1.5	C = 17	D = -32	E = -2.7	F = 3	G = -6	H = 2	I = -4	J = -8	K = x
Cc1ccc(C(=O)O/N=C(\N)c2ccccn2)c(C)c1
  A = 1	B = -0.6	C = 360	D = 51	E = 51*	F = -3	G = -9	H = 0	I = 2	J = -13	K = 4
Cc1ccc2cc(/C=N/Nc3nc4ccccc4[nH]3)c(Cl)nc2c1
  A = -5	B = 0.1	C = x	D = 8	E = -1.6	F = x	G = -1	H = 6	I = -2	J = -5	K = 1
CCNC(=O)N(CC)C[C@H]1N[C@@](C)(C(=O)OC)[C@H]2C(=O)N(Cc3ccccc3)C(=O)[C@@H]12
  A = -1	B = 0.1	C = 8	D = -3	E = -0.5	F = -1	G = -10	H = -7	I = -5	J = -14	K = x
COC(=O)CCCc1nc2ccccc2s1
  A = -7	B = 0.1	C = 3	D = 4	E = 1.0	F = -1	G = 0	H = 2	I = 5	J = -2	K = -1
CC(=O)Nc1cc(C)nn1-c1nc(C)cc(C)n1
  A = 1	B = 1.3	C = -12	D = 11	E = -2.5	F = 2	G = -1	H = 5	I = 3	J = -14	K = -1
Cc1cccc2c1N1C(=O)c3c(C(=O)O)cccc3C1CC2C (centres undefined)
  A = -5	B = -1.2	C = 1	D = 13	E = -1.7	F = 1	G = 5	H = 1	I = 3	J = 6	K = -1
CC(C)C(=O)N1CCC2(CC1)Oc1ccc(F)cc1C(=O)C21CC(c2ccccc2)=NO1 (centres undefined)
  A = -9	B = -2.6	C = -7	D = 9	E = 2.6	F = 20	G = 5	H = -16	I = -3	J = 18	K = x
Cc1[nH]nc2c1C(c1ccc(-c3ccc(Cl)cc3)o1)C(C#N)=C(N)O2 (centres undefined)
  A = 0	B = -1.4	C = -25	D = 1	E = -2.1	F = -6	G = 3	H = -8	I = -9	J = -15	K = 7
CCOc1ccc(CCNC(=O)Cn2nc(C)c3c(C)n(-c4ccccc4)nc3c2=O)cc1
  A = 0	B = 0.2	C = 14	D = -23	E = 3.1	F = 3	G = -6	H = -7	I = -5	J = 9	K = -1
COc1ccccc1Nc1nc(-c2sc(NC(=O)CC(C)C)nc2C)cs1
  A = -6	B = -2.6	C = -10	D = 2	E = 1.3	F = 10	G = 2	H = -4	I = 3	J = 14	K = x
CN(CC(=O)Nc1ccc(F)cc1)C(=O)COC(=O)c1cccc(N(C)C)c1
  A = -2	B = -0.2	C = 2	D = 5	E = 0.9	F = -2	G = -7	H = -3	I = -4	J = -16	K = -3
CCCn1nnnc1NC(=O)CSc1ccc(Cl)cc1
  A = -1	B = -0.5	C = 3	D = -6	E = -0.8	F = 3	G = -4	H = -1	I = 0	J = -1	K = 1
CCCCNC(=O)CCn1nc(-c2ccc(Cl)cc2)c2ccccc2c1=O
  A = -1	B = -1.4	C = -18	D = 18	E = 1.0	F = 10	G = -6	H = -7	I = 0	J = -6	K = 17
Cc1cc(C)c2ccc(/C=N/O)nc2c1O
  A = -2	B = -0.7	C = -1	D = -71	E = -0.9	F = 28	G = 6	H = -2	I = 4	J = -3	K = 1
O=C(CN1C(=O)NC2(CCCCCC2)C1=O)NCCc1ccccc1
  A = 2	B = -0.9	C = 4	D = -17	E = 1.6	F = -7	G = -8	H = -5	I = -14	J = -10	K = 0
CC(=O)Nc1ccc(S(=O)(=O)N2CCC(C(N)=O)(N3CCCCC3)CC2)cc1
  A = 5	B = -2.0	C = 38	D = 22	E = -0.1	F = 15	G = -7	H = 4	I = -2	J = 9	K = -3
CSc1ccc(/C=N/N2CCN(c3ccccc3)CC2)cc1
  A = -1	B = -1.3	C = -23	D = 12	E = -2.8	F = -18	G = -4	H = 1	I = -4	J = 11	K = -2
OC1(c2ccc(OC(F)F)cc2)CSC(=Nc2cccnc2)N1C1CC1 (centres undefined)
  A = -11	B = -3.5	C = 11	D = 19	E = 0.6	F = -3	G = -9	H = -5	I = 7	J = 4	K = x
CC(C)c1ccc(NC(=O)N2CCCC2C(=O)Nc2ccc(-n3cnnn3)cc2)cc1 (centres undefined)
  A = 1	B = -0.5	C = x	D = 7	E = -4.4	F = 26	G = -2	H = 3	I = -3	J = 0	K = -5
CCN1CCN(c2nc(N(C)c3ccccc3)nc(N)c2[N+](=O)[O-])CC1
  A = 3	B = -1.2	C = -3	D = 4	E = -0.6	F = 2	G = -2	H = -2	I = 1	J = 0	K = 13
Cc1noc(-c2ccc(Cl)cc2)c1C(=O)O/N=C(\N)c1ccc(C(C)(C)C)cc1
  A = 13	B = 2.3	C = 0	D = -44	E = -2.3	F = 6	G = -4	H = -8	I = -5	J = -8	K = 0
CC(=O)Nc1ccc(NS(=O)(=O)c2ccc(OC(C)C(=O)N3CCOCC3)cc2)cc1 (centres undefined)
  A = 4	B = 0.3	C = 9	D = -1	E = 1.6	F = -3	G = 5	H = -15	I = -3	J = 1	K = 11
COc1ccc(Cl)cc1C(=O)O/N=C(\N)c1ccncc1
  A = -1	B = 0.7	C = -1	D = 2	E = 0.4	F = -5	G = -15	H = 2	I = -1	J = 6	K = -5
Cc1ccc(O)c(/C=N/NC(=O)Cc2ccc(Cl)cc2)c1
  A = 3	B = -5.5	C = 54	D = 0	E = 0.1	F = -5	G = -6	H = -7	I = -7	J = -22	K = 13
CN(C[C@H](Cc1ccccc1)N(C[C@H](c1ccccc1)N(CCc1ccccc1)N=O)N=O)N=O
  A = 3	B = -0.1	C = -7	D = 15	E = -4.1	F = 0	G = -7	H = -2	I = -2	J = -17	K = x
CC(Oc1ccc(Cl)cc1Cl)c1nc(-c2ccc(NC(=O)c3ccccn3)cc2)no1 (centres undefined)
  A = 1	B = -0.2	C = 22	D = 2	E = 1.4	F = 1	G = 0	H = -2	I = -1	J = 1	K = 0

# Single records, as listed above:
# O=C1C(=Nc2cccc(Cl)c2)CC(c2ccc(Cl)cc2)N1c1cccc(Cl)c1 (centres undefined) in the list: cardiac RTF act = -3; C-LANA FP = 1.2; SUMO Mot1 rescue = 52; PfHsp90 yeast 2 = -7; CDK5 inh = -1.2; Rtt109 Vps75 = -1; dFosB activator = -9; RTF Ca sens inh = -1; Keap1-Nrf2 PPI = 0; PvdQ inh = -10; NSD2 HMT inh = 22
# COc1ccc(C(=O)NC(=S)NCc2cccnc2)cc1[N+](=O)[O-] in the list: cardiac RTF act = 4; C-LANA FP = -0.4; SUMO Mot1 rescue = 14; PfHsp90 yeast 2 = -10; CDK5 inh = -0.7; Rtt109 Vps75 = -4; dFosB activator = -1; RTF Ca sens inh = 10; Keap1-Nrf2 PPI = -2; PvdQ inh = 5; NSD2 HMT inh = -2
